# Bioassay records: PubChem BioAssay, several laboratories
# LRH-1 inv ag: inverse agonists of human LRH-1 (NR5A2). HEK293T StAR-luciferase reporter, LRH-1 transfected, 24 h. inhibition, % at 3.6 µM. 360,000 compounds, 0.13% hits. AID 602396;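 active means inhibition above the mean inhibition of all tested compounds plus 3 SD, cut at about 73% in these data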;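 further: 0% = DMSO wells and 100% = reporter-only cells lacking LRH-1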
# Target sequence (O00482 whole entry, looked up): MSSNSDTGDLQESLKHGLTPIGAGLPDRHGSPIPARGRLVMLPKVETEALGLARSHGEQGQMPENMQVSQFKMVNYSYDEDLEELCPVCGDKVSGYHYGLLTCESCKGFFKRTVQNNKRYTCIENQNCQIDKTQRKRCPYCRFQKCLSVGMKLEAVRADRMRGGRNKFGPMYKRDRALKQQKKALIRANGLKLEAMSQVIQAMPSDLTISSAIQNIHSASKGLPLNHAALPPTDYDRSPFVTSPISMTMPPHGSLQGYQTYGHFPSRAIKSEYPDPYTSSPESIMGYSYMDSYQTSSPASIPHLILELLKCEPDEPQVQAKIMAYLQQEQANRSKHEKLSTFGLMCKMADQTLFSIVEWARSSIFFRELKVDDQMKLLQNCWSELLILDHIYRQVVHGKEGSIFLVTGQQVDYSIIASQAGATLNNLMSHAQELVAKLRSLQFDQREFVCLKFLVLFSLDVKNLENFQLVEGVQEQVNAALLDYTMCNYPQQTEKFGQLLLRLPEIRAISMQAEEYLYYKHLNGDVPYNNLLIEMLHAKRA
# C8 TRAIL sens: caspase-8 TRAIL sensitization. NB7+C8 cells + TRAIL, ATPlite viability luminescence. inhibition (viability loss, TRAIL sensitization), % at 10 µM. 360,000 compounds, 1% hits. AID 624354;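 active means compounds causing at least 50% loss of cell viability in the single-dose screen, relative to plate controls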
# NR2F2 inh: inhibitors of human COUP-TFII (NR2F2). P24468. HEK293T NGFI-A luciferase reporter, luminescence. inhibition, % at 8.6 µM. 370,000 compounds, 0.7% hits. AID 686940;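 active means inhibition above a per-plate cutoff, mean inhibition of test wells between control levels plus 3 SD, cut at about 38% in these data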;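 further: cells cotransfected with COUP-TFII expression vector driving the NGFI-A reporter; 0% = median of COUP-TF2 test wells and 100% = reporter-only cells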
# Target sequence (P24468 whole entry, looked up): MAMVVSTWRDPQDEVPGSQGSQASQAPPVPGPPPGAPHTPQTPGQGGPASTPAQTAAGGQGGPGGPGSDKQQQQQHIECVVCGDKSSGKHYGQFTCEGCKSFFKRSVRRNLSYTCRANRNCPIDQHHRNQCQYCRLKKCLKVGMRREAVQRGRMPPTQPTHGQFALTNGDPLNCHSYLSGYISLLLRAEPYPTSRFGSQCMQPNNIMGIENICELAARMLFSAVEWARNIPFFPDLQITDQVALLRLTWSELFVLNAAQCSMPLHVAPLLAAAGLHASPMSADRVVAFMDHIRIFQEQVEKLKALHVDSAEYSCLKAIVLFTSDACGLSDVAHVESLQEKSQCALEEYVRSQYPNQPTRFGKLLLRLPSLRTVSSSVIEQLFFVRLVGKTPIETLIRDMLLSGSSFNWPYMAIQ
# NCOA2 inhibitor: human SRC2 (NCOA2) inhibition | 370,000 compounds, 0.17% hits | HEK293 GAL4-SRC2 luciferase reporter, luminescence | AID 651957 | Q15596 | inhibition, % at 9 µM;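 active means inhibition above the mean inhibition of all tested compounds plus 3 SD, set per campaign, cut at about 52% in these data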;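 further: 0% = DMSO treated cells and 100% = cells given Gossypol at 36 µM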
# TWEAK-Fn14 inh: blocks TWEAK-Fn14 interaction in a reporter cell assay; 360,000 compounds, 2% hits; TWEAK-stimulated Fn14 reporter cells, luciferase luminescence, 8 h; inhibition, % at 10 µM; in the data active means inhibition above about 50%
# TROY signal inh: blocks TROY-dependent signaling in reporter cells | 360,000 compounds, 0.98% hits | inhibition, % at 10 µM | Q293 LMP1-TROYcd NF-kB luciferase reporter, 4 h;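 active means compounds whose plate-normalised and pattern-corrected inhibition of the luciferase reporter signal at the single screening dose is 50% or more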
# SRC3 inh: inhibitors of human steroid receptor coactivator 3 (SRC3). Q9Y6Q9. HEK293 GAL4-SRC3 luciferase reporter, luminescence. inhibition, % at 3.6 µM. 360,000 compounds, 0.17% hits. AID 588352;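 active means inhibition above a per-campaign cutoff, the mean of all compounds plus 3 SD, cut at about 60% in these data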;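 further: 0% = DMSO-treated cells and 100% = gossypol-treated cells at 36 µM; higher means less SRC3-driven luciferase light from the GAL4 reporter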
# EBV LMP1 NFkB: inhibitors of Epstein-Barr LMP1-induced NF-kappaB reporter | LMP1-induced NF-kappaB luciferase reporter cells, luminescence | inhibition, % at 12.5 µM | 350,000 compounds, 0.69% hits | AID 504558; in the data active means inhibition above about 41%;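 further: 0% = neutral control wells and 100% = reference inhibitor control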
# CF NFkB inh: cystic fibrosis NF-kB activation inhibition; inhibition, % at 5 µM; AID 588850; KKLEB NF-kB-GFP reporter, PAF-induced, GFP fluorescence overnight; 360,000 compounds, 0.86% hits;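 active means at least 50% inhibition at 5 µM, scaled per plate between neutral and stimulator controls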;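 further: PAF is a Pseudomonas aeruginosa culture filtrate used as stimulus; plate controls were PAF-stimulated DMSO wells for no effect and unstimulated DMSO wells for full effect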
# KKLEB tox: CF airway cell cytotoxicity counter-screen. activity change (cytotoxicity), % at 5 µM. 360,000 compounds, 0.36% hits. AID 602141. KKLEB CF airway cells viability, ATPlite luminescence, overnight; stronger effect = lower value; cells stimulated with P. aeruginosa culture filtrate;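 active means corrected activity change at or below -50% at 5 µM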
# NCOA1 inh: inhibits human SRC1 coactivator; inhibition, % at 3.6 µM; 360,000 compounds, 0.12% hits; Q15788; HEK293 GAL4-SRC1 luciferase reporter, luminescence;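 active means inhibition above the campaign mean plus 3 SD, with each screening campaign given its own cutoff, cut at about 60% in these data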;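 further: 0% = DMSO treated cells and 100% = gossypol at 36 µM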
# Starred values were filed as active, the others as inactive; . = not tested or not shown; & = joins results of further samples. Rows were taken by chance; overall some 4.2% were active at least once.
SMILES,LRH-1 inv ag,C8 TRAIL sens,NR2F2 inh,NCOA2 inhibitor,TWEAK-Fn14 inh,TROY signal inh,SRC3 inh,EBV LMP1 NFkB,CF NFkB inh,KKLEB tox,NCOA1 inh
CCCCCC1CC(CC#CCN2CCOCC2)C(=O)O1 (centres undefined),-17,4,13,2,6,4,-20,0,-11,-5,1
Cc1cccc(N2CCN(CCCNC(=O)C3CCCN(c4ncnc5c4nc4n5CCCCC4)C3)CC2C)c1 (centres undefined),16,20,31,29,20,31,28,3,-4,11,11
CCOC(=O)c1[nH]nc(C(=O)c2ccc(Br)cc2)c1O,-43,-2,-14,-49,7,-29,-4,-10,-26,14,-38
O=C(NCCc1c[nH]c2ccccc12)C1Cc2ccccc2CN1C(=O)c1ccco1 (centres undefined),14,-12,-2,-11,20,-33,-15,0,-1,-8,-21
c1ccc(NN(Cc2cnccn2)c2ccccc2)cc1,-9,6,-6,-1,5,4,1,-13,1,-10,6
CCc1nc(SCC(=O)Nc2ccccc2)c2c(=O)n(C)c(=O)n(C)c2n1,13,8,-11,-20,-18,10,14,3,-3,15,-13
COc1ccc(C(CC(=O)Nc2cc(OC)cc(OC)c2)n2cccc2)cc1 (centres undefined),-33,0,-2,0,8,-10,2,6,-14,-6,-17
CCN1C[C@@H]2[C@@H]3C(=O)N(Cc4ccccc4)C(=O)[C@@H]3[C@](Cc3ccccc3)(C1=O)N2C(=O)c1ccc(C)cc1,2,5,9,11,-1,2,3,10,6,-11,-11
O=C(c1sc2ccccc2c1Cl)N1CCN(CCc2ccccn2)CC1,2,1,-11,10,-3,22,8,1,-8,2,6
CCOc1ccccc1C(=O)NC1CCN(Cc2ccccc2)CC1,10,-8,3,-8,0,-2,4,1,-12,8,-4
COCCN(CCOC)Cc1c(C)[nH]c2c(C)c(C)ccc2c1=O,17,0,6,-6,-6,-12,18,1,0,0,8
COc1ccc(-c2csc(N(CCCN(C)C)C(=O)c3ccc(OC)c(OC)c3)n2)cc1,-11,5,4,3,10,1,-6,1,21,-6,-1
CCCCCCCCc1nc(=S)[nH][nH]1,6,15,2,-13,-3,-24,-3,-9,3,5,7
COc1ccc(CCNC(=O)COC(=O)Cc2cccc3ccccc23)cc1,10,4,4,-15,-6,8,35,-6,0,0,1
COc1ccc(NC(=O)CN(C)C(=O)c2ccc3c(c2)CC(c2ccccc2)OC3=O)cc1 (centres undefined),-8,0,15,12,8,5,-12,-16,-15,7,-10
COc1ccc2c(c1)OC[C@H]1[C@H]2N2C(=O)CN(C)C(=O)[C@@]2(C)[C@H]1c1ccccc1,-5,-5,1,-2,-2,3,6,-2,-36,11,-4
CCOC(=O)C1CCN(C(=O)CCNC(=O)Cn2ccc3ccccc3c2=O)CC1,-11,-10,5,-2,5,-4,-4,0,-19,-3,10
Cc1ccc(C)c(NC(=O)CN2C(=O)COc3ccc(S(=O)(=O)N4CCCC4)cc32)c1,13,-7,-8,4,5,-4,-6,-4,-35,10,-7
O=C(NCc1cccnc1)C(=O)Nc1ccc([N+](=O)[O-])cc1,6,-11,-36,-36,2,-13,-3,-1,-3,11,0
CCc1ccc(N2C(=O)CC(N3CCC(C(=O)OC)CC3)C2=O)cc1 (centres undefined),-5,-5,19,0,-28,-17,17,7,9,0,0
CCC(NC(=O)CCc1nnc(-c2cc(C)on2)o1)C12CC3CC(CC(C3)C1)C2 (centres undefined),-25,-6,-16,-12,-3,-20,6,-1,-14,4,-4
CC(C)(C)S(=O)(=O)/C(C#N)=C/c1sccc1C1OCCO1,-19,-10,16,-23,-17,-26,10,-6,-10,15,-16
CC(=O)NNC(=O)c1csc(-c2csc(C)n2)n1,-8,-13,-5,-14,-10,8,-4,-4,-7,11,-5
CC(=O)N1CCc2c(sc(NC(=O)CCS(=O)(=O)c3ccccc3)c2C(N)=O)C1,15,-8,-14,-37,1,18,15,-6,-65,12,13
CN(Cc1ccon1)C(=O)CC1C(=O)NCCN1CC1CCCCC1 (centres undefined),14,-9,16,12,9,8,-2,-6,-9,10,11
CCOC(=O)C1=C(c2ccccc2)N=c2sc(=Cc3cc(OC)c(OC)c(OC)c3)c(=O)n2C1c1cccs1 (centres undefined),-29,-2,9,-5,-18,-3,5,.,6,4,-10
C[C@@H]1CN([C@@H](C)CO)C(=O)CCCn2nncc2CO[C@H]1CN(C)C(=O)Nc1ccc(C(F)(F)F)cc1,-7,-3,8,-15,106*,-6,-3,-2,-8,-5,-3
O=C(CCn1nnc(-c2cccs2)n1)NCc1ccccc1Cl,0,10,18,2,8,-14,19,5,-14,-14,-12
Cc1nnc(C)n1N1C(=O)c2cccc3cccc(c23)C1=O,6,-7,-10,-41,2,-4,7,-19,-4,16,-7
CN(C)S(=O)(=O)N1CCN(c2ccccc2Cl)CC1,2,-4,-17,-29,6,-14,5,3,-9,6,1
CCn1c(Cc2ccccc2)nnc1SCC(=O)Nc1nc(C)c(C)s1,-16,-7,-11,-9,21,10,-32,-5,-19,-5,-17
Cc1ccc([C@@H]2CC=C(C(=O)O)[C@H](c3ccc(F)cc3)N2S(=O)(=O)c2ccccc2C)cc1,1,3,6,1,10,2,-11,-3,16,3,15
Cc1ccc(S(=O)(=O)NCc2ccc(C(=O)NCCc3ccc(S(N)(=O)=O)cc3)cc2)cc1,-19,4,2,7,8,2,-19,4,-22,-6,-11
Cc1cccc2sc(N(CCCN(C)C)C(=O)CCS(=O)(=O)c3ccccc3)nc12,-2,34,29&24,48&24,62*,-13,21,11,86*,-40,10
Cc1nc2ccn(Cc3ccccc3)c(=O)c2cc1C(=O)N1CCN(c2ccc(F)cc2)CC1,21,-18,4,9,-11,-12,13,6,-12,-10,-11
CCOc1ccc(N(C(=O)c2ccc3c(c2)OCO3)C2C=CS(=O)(=O)C2)cc1 (centres undefined),25,6,12,8,-9,5,-11,2,12,-2,-69
CC(=O)Nc1ccc(S(=O)(=O)Oc2ccc(/C=C3\SC(N)=NC3=O)cc2)cc1,-8,1,9,-6,-6,8,8,-6,10,2,-2
CCC1CCCCN1CCCNC(=O)c1cn(C)c2ccc(S(=O)(=O)N(C)C3CCCCC3)cc2c1=O (centres undefined),-7,-4,11,1,24,3,-12,6,-5,-3,-6
CCn1cc(C(=O)N[C@@H](CCSC)C(=O)NCCO)c(=O)c2cc3c(cc21)OCO3,-9,-5,17,6,-8,5,-19,1,8,11,17
N=c1c(S(=O)(=O)c2ccc(Cl)cc2)cc2c(=O)n3ccccc3nc2n1Cc1ccco1,-3,3,-9,-1,53*,31,4,6,18,-18,-1
Cc1cc(C)c(CN2CCC(n3nccc3NC(=O)CCOc3ccccc3)CC2)cc1C,-6,7,15,-6,-10,-3,6,5,5,-4,-5
CCOC(=O)N1CCN(C(=O)c2ccc(N(Cc3ccc(Cl)cc3)S(C)(=O)=O)cc2)CC1,21,2,14,-5,14,20,6,-1,-16,-1,8
O=C(COc1ccccc1)Nc1nnc(-c2ccccc2)o1,4,-5,-15,-9,-11,6,-38,-1,-34,12,5
Cc1cccc(-c2nc(CCNC(=O)c3ccco3)cs2)c1,-11,-3,13,3,-2,-5,-29,10,-16,-1,-13
O=C(NCCc1ccccc1)C(=O)NCC1CCCN1S(=O)(=O)c1ccccc1 (centres undefined),12,19,28,15,3,30,-13,-10,25,-18,-9

# Of the compounds above, 2 have an aryl thioether with sulfur outside any ring:
SMILES,LRH-1 inv ag,C8 TRAIL sens,NR2F2 inh,NCOA2 inhibitor,TWEAK-Fn14 inh,TROY signal inh,SRC3 inh,EBV LMP1 NFkB,CF NFkB inh,KKLEB tox,NCOA1 inh
CCc1nc(SCC(=O)Nc2ccccc2)c2c(=O)n(C)c(=O)n(C)c2n1,13,8,-11,-20,-18,10,14,3,-3,15,-13
CCn1c(Cc2ccccc2)nnc1SCC(=O)Nc1nc(C)c(C)s1,-16,-7,-11,-9,21,10,-32,-5,-19,-5,-17

# Further records.
SMILES,LRH-1 inv ag,C8 TRAIL sens,NR2F2 inh,NCOA2 inhibitor,TWEAK-Fn14 inh,TROY signal inh,SRC3 inh,EBV LMP1 NFkB,CF NFkB inh,KKLEB tox,NCOA1 inh
COC(=O)c1ccc(OC(=O)CCN2C(=O)C3CCCCC3C2=O)cc1 (centres undefined),-7,16,3,-3,-2,-16,8,6,2,-1,-12
C=CCn1nnnc1SCC(=O)Nc1cccc(C(F)(F)F)c1,2,-10,0,-5,-12,1,7,-11,19,-15,3
COc1cc(CN2CC(C)CC(C)C2)cc([N+](=O)[O-])c1O (centres undefined),-20,0,1,3,4,-6,-12,5,5,-3,-1
CCOc1ccc(N(CC(=O)N2CCN(c3ccccc3)CC2)S(=O)(=O)c2c(C)noc2C)cc1,-10,-4,-7,-18,15,-1,-2,4,2,-8,-11
Cc1c(C(=O)Nc2ccc3c(c2)OCCO3)sc2nc(-c3ccccc3)cn12,-28,15,32,-7,85*,67*,25,1,-21,2,10
Cc1cc(C)c(S(=O)(=O)Cc2ccccc2)c(OC(C)C)n1,-2,1,9,-1,19,-19,-13,1,-11,4,2
O=C(NCCCCNC(=O)c1ccccc1Br)c1ccccc1Br,-1,19,9,-2,14,-17,12,.,-9,7,4
Cn1nc(C(=O)N2CCN(c3ccc([N+](=O)[O-])cc3)CC2)c2c1-c1ccccc1S(=O)(=O)C2,-13,2,.,.,-6,-10,20,4,-1,-9,-55
CN(C)c1cccc(C(=O)N(C)C2CCCN(Cc3ccccc3F)C2)c1 (centres undefined),10,9,10,-18,-57,-17,-48,1,16,3,-13
O=C(NCC1COc2ccccc2O1)c1ccc(Cl)cc1 (centres undefined),-99,15,-41,-56,0,-34,-61,-37,-16,1,-131
CCOc1ccc(CCNC(=O)Nc2ccccc2)cc1OCC,7,13,22,10,8,8,0,5,2,0,3
Cn1c(=O)c2[nH]c(CCCCc3nc4ccccc4[nH]3)nc2n(C)c1=O,-10,2,-8,-39,16,15,10,-6,30,-19,-11
Cc1ccc(-c2csc(NC(=O)CN3CCOCC3)n2)cc1C,-34,21,.,.,7,0,-16,-28,-2,-6,-11
C=CCn1cnc2c(c1=O)c1nc3ccccc3nc1n2/N=C/c1cc(OC)c(OC)c(OC)c1,-1,29,-4,-31,42,-28,6,-9,51*,11,9
COCC1CCN(C(=O)C2CCC(=O)N(Cc3cccc(C(F)(F)F)c3)C2)CC1 (centres undefined),8,-6,2,-24,8,-29,-4,0,10,7,-7
Cc1cc(C)c(S(=O)(=O)N2CCOC2CNC(=O)C(=O)NCCN2CCOCC2)c(C)c1 (centres undefined),2,4,-7,-21,-13,-11,-10,-5,-24,14,-1
O=C(CSc1n[nH]c(-c2ccccc2)n1)Nc1ccc(N2CCOCC2)cc1,49,-2,6,-18,-13,6,4,-5,10,2,-23
O=C(Nc1ccc2c3c(cccc13)CC2)c1ccccc1,-18,-11,-30,-23,-29,-59,-28,-3,0,-7,-81
COCCNC(=O)C1(C)Cc2c(-c3cccc(NC(C)=O)c3)ccnc2O1 (centres undefined),16,-11,6,-6,12,13,8,.,6,-16,10
O=C(Nc1ccncc1)c1ccccc1-c1ccccc1,3,8,7,-18,-2,2,22,-13,-11,15,-24
